Compound activity from PubChem BioAssay.
USP7 inh = inhibitors of human USP7 deubiquitinase; Ubiquitin carboxyl-terminal hydrolase 7 (Homo sapiens), Q93009; purified USP7, Ub-rhodamine cleavage fluorescence; inhibition, % at 20 µM; 47,000 compounds, 0.3% hits; AID 1645854, 2021
UCHL1 inh = inhibitors of human UCHL1 deubiquitinase; Ubiquitin carboxyl-terminal hydrolase isozyme L1 (Homo sapiens), P09936; purified UCHL1, Ub-rhodamine cleavage fluorescence; inhibition, % at 20 µM; 47,000 compounds, 0.2% hits; AID 1645859, 2021
Target sequence (P09936 whole entry, looked up): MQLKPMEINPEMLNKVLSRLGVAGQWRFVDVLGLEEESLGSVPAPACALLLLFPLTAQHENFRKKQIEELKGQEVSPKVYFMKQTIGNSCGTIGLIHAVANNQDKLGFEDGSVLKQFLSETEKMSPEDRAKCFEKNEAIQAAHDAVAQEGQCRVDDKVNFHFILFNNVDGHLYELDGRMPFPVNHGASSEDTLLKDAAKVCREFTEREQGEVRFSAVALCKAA
USP8 inh = inhibitors of human USP8 deubiquitinase. Ubiquitin carboxyl-terminal hydrolase 8 (Homo sapiens), P40818. inhibition, % at 20 µM. purified USP8, Ub-rhodamine cleavage fluorescence, 30 min. 47,000 compounds, 4.2% hits. AID 1645853, 2021
USP30 inh = inhibitors of human USP30 deubiquitinase | Ubiquitin carboxyl-terminal hydrolase 30 (Homo sapiens), Q70CQ3 | purified USP30, Ub-rhodamine cleavage fluorescence | inhibition, % at 25 µM | 47,000 compounds, 5.3% hits | AID 1645860, 2021
USP10 inh = inhibitors of human USP10 deubiquitinase; Ubiquitin carboxyl-terminal hydrolase 10 (Homo sapiens), Q14694; purified USP10, Ub-rhodamine fluorescence, 60 min; inhibition, % at 20 µM; 47,000 compounds, 1.1% hits
USP28 block = inhibitors of human USP28 deubiquitinase. Ubiquitin carboxyl-terminal hydrolase 28 (Homo sapiens), Q96RU2. purified USP28, Ub-rhodamine cleavage fluorescence, 30 min. inhibition, % at 25 µM. 47,000 compounds, 3% hits. AID 1645857, 2021
USP17 block = inhibitors of human USP17 deubiquitinase. Ubiquitin carboxyl-terminal hydrolase 17-like protein 5 (Homo sapiens), A8MUK1. purified USP17, Ub-rhodamine cleavage fluorescence, 3 h. inhibition, % at 50 µM. 47,000 compounds, 6.5% hits. AID 1645855, 2021
Target sequence (A8MUK1 whole entry, looked up): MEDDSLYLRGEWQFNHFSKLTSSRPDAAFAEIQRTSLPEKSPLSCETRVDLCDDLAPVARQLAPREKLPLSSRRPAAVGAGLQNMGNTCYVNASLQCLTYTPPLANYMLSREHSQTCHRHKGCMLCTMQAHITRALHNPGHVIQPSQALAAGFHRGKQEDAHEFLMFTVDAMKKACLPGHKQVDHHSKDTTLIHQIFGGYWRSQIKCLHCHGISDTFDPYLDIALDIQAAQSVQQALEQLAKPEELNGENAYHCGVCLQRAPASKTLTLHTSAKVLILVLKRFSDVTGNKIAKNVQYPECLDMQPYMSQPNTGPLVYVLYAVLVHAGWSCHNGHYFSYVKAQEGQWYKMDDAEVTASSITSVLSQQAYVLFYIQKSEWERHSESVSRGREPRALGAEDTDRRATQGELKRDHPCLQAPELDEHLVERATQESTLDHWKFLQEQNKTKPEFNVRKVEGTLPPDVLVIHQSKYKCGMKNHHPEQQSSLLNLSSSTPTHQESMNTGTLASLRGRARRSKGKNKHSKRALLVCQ
OTUD3 inh = inhibitors of human OTUD3 deubiquitinase. OTU domain-containing protein 3 (Homo sapiens), Q5T2D3. purified OTUD3, Ub-rhodamine fluorescence, 2 h. inhibition, % at 25 µM. 47,000 compounds, 0.7% hits
* hit, by the source's call; i = inactive; . = not tested or not shown. Rule as the data show it: active = inhibition above about 30%; inactive = the rest.

SMILES	USP7 inh	UCHL1 inh	USP8 inh	USP30 inh	USP10 inh	USP28 block	USP17 block	OTUD3 inh
O=C(CCn1nnc2cc(-c3noc(C4CCCCC4)n3)ccc21)N1CCOCC1	-47	-2	-1	-5	-4	-8	-9	-8
Cc1ccc(C2=NC3(CCCCCC3)N(CC(=O)Nc3ccc(C)c(C)c3)C2=O)cc1	11	4	3	15	10	-1	0	6
COCC(C)n1c(C)cc(C(=O)CSc2nnc(-c3ccco3)n2-c2ccccc2)c1C (stereo not drawn)	-3	-2	-7	-79	-4	-18	-12	-20
CN1C(=O)c2cc(NC(=O)C3CCCCC3)ccc2N2CCN=C12	-3	-3	-45	-2	-2	-6	-8	-8
O=C(c1ccco1)N(Cc1ccc(F)cc1Cl)c1ccccn1	-3	1	1	9	0	2	6	1
COC(=O)c1ccc(Nc2cc(=O)oc3ccccc23)cc1	-77	-27	-61	i	-7	-93	0	-152
CCOC(=O)c1sc2nc(CN3CCCC3)[nH]c(=O)c2c1C	-61	-79	-19	-420	-3	-98	-60	-87
O=C(c1ccn[nH]1)N1CCC2(CC1)CC(c1cccnc1)c1ccccc12 (stereo not drawn)	3	0	-167	0	-3	-2	-25	8
O=C1CC(CNS(=O)(=O)c2ccc(Br)cc2)CN1c1ccccc1 (stereo not drawn)	2	1	22	1	2	8	11	6
CCOC(=O)c1cnn(-c2ccccc2)c1NC(=O)c1ccc([N+](=O)[O-])o1	2	1	-7	2	-3	3	6	7
CC1=C(C(=O)Nc2ccccc2)C(c2sccc2C)n2nnnc2N1 (stereo not drawn)	-7	-5	-24	-22	-5	-9	-17	-13
O=C(c1cnccn1)N1CC(C(=O)N2CCCC2)C1	5	5	1	20	1	17	9	14
O=S(=O)(c1ccc2c(c1)OCO2)N1CCc2nc3ccccc3n2CC1	7	6	11	20	-1	6	10	4
Cc1ccc(C(=O)NCc2ccncc2)cc1S(=O)(=O)Nc1cccc(C)c1C	-1	3	2	5	2	5	0	9
Cc1ccc(CN2Cc3[nH]cnc3C[C@H]2C(=O)N(C)Cc2ccccc2)cc1	-10	2	22	-13	-5	0	-24	-1
CC(=O)OC1C2OC2C2=CC(=O)C3(CC2(C)C1C)OC3(C)CO (stereo not drawn)	-31	-11	-73	-40	-11	8	13	13
O=C(c1c(F)cccc1F)N1CCCC(c2[nH]nc3nccnc23)C1 (stereo not drawn)	0	-1	30*	-2	0	0	6	-1
COc1ccc(C(C)=O)cc1CC(C(=O)Nc1ccc2c(c1)OCO2)C(=O)c1ccccc1 (stereo not drawn)	1	0	-6	9	11	0	10	1
CC(C)c1ccc(S(=O)(=O)N2CCC3(CC2)COCCN(c2ncccn2)C3)cc1	0	-2	-309	-7	0	-16	-53	-6
CCn1cc(S(=O)(=O)N2CCCCCC2c2nn(C)cc2Cl)c(C)n1 (stereo not drawn)	3	-1	18	11	3	-18	1	-1
CNC(=O)c1cc(C2CN(C(=O)c3cnc(N(C)C)nc3C)CCO2)nc2ccccc12 (stereo not drawn)	0	-1	0	-18	0	-12	-9	0
FC(F)(F)c1cnc(/C=C/Nc2ccccc2Oc2ccccc2)c(Cl)c1	-2	-1	17	-16	8	-9	-1	-7
Cc1ccc(-c2onc3ccc(C(=O)NC4CCN(Cc5ccccc5)CC4)cc23)cc1	3	1	12	-95	0	-54	-7	-26
CS(=O)(=O)c1cnc(-c2ccc(OCC3OCCO3)cc2)nc1-c1cccc(C(F)(F)F)c1	-6	-13	-18	-50	-7	-39	-3	-22
O=C(NC1CCC1)c1c2c(-c3ccncc3)ncnc2n2ccccc12	-118	-117	-19	.	-4	.	68*	10
COc1ccc(-c2cn3cccnc3n2)cc1NC(=O)c1cccc(C)c1	1	1	4	0	-2	-5	13	-5
Cc1nc2ccccc2c(=O)n1-c1ccc(F)c(NC(=O)c2ccccc2)c1	1	-2	2	0	3	-6	-10	-9
Cc1nc(SCc2ccco2)c2oc3ccccc3c2n1	2	5	7	-28	-1	-9	-14	3
Cc1c(NS(=O)(=O)c2ccc(C(C)C)cc2)c(-n2cnnc2)nn1C	1	-2	-21	0	0	-6	-1	2
CC(=O)N[C@@]12CN(C)CC[C@@H]1[C@@H](c1ccccc1)N(CC(=O)Nc1ccc(F)cc1)C2	-1	0	8	3	-5	-2	-3	6
COc1ccc(-c2cc(C(=O)OCC(=O)NCc3ccccc3OC)c3ccccc3n2)cc1	7	0	2	-26	0	-4	-5	-6
CN1C(=O)OC[C@@H]2CCN(S(=O)(=O)c3ccc4ccccc4c3)C[C@H]21	3	1	14	0	2	6	6	11
COc1cccc(CC(=O)N2CCCC(c3[nH]nc4nccnc34)C2)c1 (stereo not drawn)	3	0	9	-3	0	-6	-7	0
Cn1c(-c2ccc(Cl)nc2)nc2ccccc21	-1	-2	0	-1	-2	-1	-1	-2
O=C(C1CCCC1)N1Cc2ccccc2CC2(CCCN2Cc2cccnc2)C1 (stereo not drawn)	-10	0	-106	-27	-8	-6	-16	-7
COc1nccnc1NC1CCN(C(=O)c2ccc3[nH]ccc3c2)CC1	4	3	14	9	1	7	8	5

Just USP28 block, USP17 block and USP30 inh, for 2 of the compounds above:
SMILES	USP28 block	USP17 block	USP30 inh
Cc1nc(SCc2ccco2)c2oc3ccccc3c2n1	-9	-14	-28
CCOC(=O)c1sc2nc(CN3CCCC3)[nH]c(=O)c2c1C	-98	-60	-420

Back to the main list; the five compounds before the break are reprinted first.
SMILES	USP7 inh	UCHL1 inh	USP8 inh	USP30 inh	USP10 inh	USP28 block	USP17 block	OTUD3 inh
CN1C(=O)OC[C@@H]2CCN(S(=O)(=O)c3ccc4ccccc4c3)C[C@H]21	3	1	14	0	2	6	6	11
COc1cccc(CC(=O)N2CCCC(c3[nH]nc4nccnc34)C2)c1 (stereo not drawn)	3	0	9	-3	0	-6	-7	0
Cn1c(-c2ccc(Cl)nc2)nc2ccccc21	-1	-2	0	-1	-2	-1	-1	-2
O=C(C1CCCC1)N1Cc2ccccc2CC2(CCCN2Cc2cccnc2)C1 (stereo not drawn)	-10	0	-106	-27	-8	-6	-16	-7
COc1nccnc1NC1CCN(C(=O)c2ccc3[nH]ccc3c2)CC1	4	3	14	9	1	7	8	5
CC(C)N1CCOC2(CCN(C(=O)c3ccnnc3)CC2)c2ccccc21	3	-1	-33	-73	-2	-20	-27	-19
CC1CC(c2ccccc2)n2ncnc2N1C(=O)COc1ccccc1 (stereo not drawn)	8	2	11	-18	-2	-1	1	1
CCc1ccc(NC(=O)c2nnn(-c3ccc(C)cc3)c2C)cc1	4	0	25	7	8	10	11	4
COc1ccc(-c2nc(C)c3c(n2)N(Cc2ccco2)C(=O)CC3)cc1	-4	7	-5	-51	-3	3	19	8
Cn1cncc1-c1nnc([C@H]2CCN(Cc3ccco3)C2)o1	-6	-5	0	-95	-10	-21	-53	-12
O=C(/C=C/c1ccc(OCc2c(F)cccc2Cl)cc1)NC1CCCC1	6	-1	5	15	6	1	0	0
COc1ccc2c(c1)CCc1c-2n[nH]c1C(=O)N1CCN(c2ccccn2)CC1	4	4	-15	0	0	12	-14	0
CC(=O)N1Cc2ccccc2N(C)C(Cc2ccccc2)C1 (stereo not drawn)	-2	-1	-3	-33	-2	-8	-13	-10
COc1cccc(-c2c[nH]c(=O)cn2)c1	-2	-1	-15	-5	3	0	7	3
CC(OC(=O)c1cc(=O)[nH]c2ccccc12)C(=O)Nc1ccc(F)cc1Cl (stereo not drawn)	8	5	18	12	11	19	45*	8
CCc1nc(-c2ccc(C(=O)N3CCN(c4ccc(C(C)=O)cc4)CC3)cc2)no1	3	3	6	-4	-2	4	2	1
Cn1c(CSc2ncn[nH]2)nc2ccccc21	1	-1	-25	5	-1	-3	-6	-8
O=C(NCC1CCN(CCc2ccccc2)C1)Nc1ccccc1 (stereo not drawn)	0	-1	3	-9	-2	-4	-8	-9
O=C(CCc1nc2ccccc2c(=O)[nH]1)Nc1ccc(Cl)cc1	-20	-4	0	-28	0	-12	-49	-17
O=C(Cc1cccc(F)c1)NC1(c2nc(C3CC3)no2)CCCCC1	-39	1	5	13	2	1	5	5
O=C(c1cscn1)N1CCC2(CN(Cc3ccc(Cl)cc3)C2)C1	1	2	-75	6	1	2	-8	12
O=C(N[C@@H]1C[C@@H](Oc2ccccc2)[C@H](O)[C@H]1N1CCC(O)CC1)C1CCOCC1	-26	-28	-79	i	-5	-179	-165	-139
O=C(Nc1ccc(Cl)cc1)N1CCCN(Cc2ccc(F)cc2)CC1	-64	1	0	-3	0	1	0	5
Cc1cc(C)cc(C(=O)OCC(=O)Nc2ccc3c(c2)OCCO3)c1	0	0	1	14	5	2	5	-1
CCC(=O)Nc1ccc2c(c1)nc(CCN1CCN(c3ccccn3)CC1)n2C	-1	-2	4	-17	-2	-13	-9	-9
COCCN1[C@H]2CCN(C(=O)C3CC3)CC[C@@H]2Oc2ccccc2S1(=O)=O	1	1	12	15	1	13	12	13
Cc1c(C(=O)Nc2ccc(F)cc2)nnn1-c1cccc2c1CCN(c1cnccn1)C2	-2	3	5	-4	3	-5	1	-12
CC(=O)N1CCN(c2nccn2-c2ccc(C)cc2)CC1	1	-2	-205	-8	-2	0	-19	9
O=C(O)c1cn2c3c(cccc3c1=O)CCC2	0	0	29	3	1	3	5	-5
O=C(Cn1cnc2cc3c(cc21)OCCO3)NCCc1ccccc1	4	0	13	0	-1	3	2	0
COc1cc2c(cc1OC)CN(S(=O)(=O)c1c(C)nn(C)c1C)CC2	0	-1	0	-12	1	-4	-16	-4
CCC(C)c1ccc(O[C@@H]2O[C@@H]3COC(c4ccccc4)O[C@H]3[C@H](O)[C@H]2NC(C)=O)cc1 (stereo partly drawn)	7	4	22	82*	10	34*	40*	11
Cc1ccc(CN2CCC3(CC2)CN(c2cncnc2)C(=O)CO3)s1	-1	-1	-208	-30	-2	-8	-50	-6
Cc1cccc(Nc2nc(C)c(C(=O)NCCN3CCOCC3)s2)n1	1	-2	-5	-14	-3	-5	-3	2
CC1CS(=O)(=O)N(c2ccc(C(=O)NCc3ccc(F)cc3)cc2)C1=O (stereo not drawn)	5	1	-15	17	0	5	-1	11
COc1cccc(CNc2nccn(-c3ccc(Br)c(C)c3)c2=O)c1	-51	-2	0	-38	-6	-5	-10	2
Cn1c2ccc(F)cc2c2ncn(CCN3CCOCC3)c(=O)c21	5	6	25	14	5	4	10	7
COc1ccc(NC(=O)c2cn(C)nc2S(=O)(=O)N2CCCCCC2)cc1	-2	2	4	10	2	12	-9	11
COc1ccc(CCNCc2c(C(=O)O)n(Cc3ccc(Cl)cc3)c3ccccc23)c(OC)c1OC	-135	0	-8	19	13	11	4	-2
CCn1cc(-c2cc(C(=O)N3C[C@@H]4C[C@@]5(C)[C@H](CCCC[C@@H]35)N4C(C)=O)on2)cn1	2	1	1	12	-3	2	5	11
O=[N+]([O-])c1ccc2nc(-c3ccc4c(c3)OCO4)c(Br)n2c1	2	0	1	-11	-2	0	4	0
O=C(Nc1nnc(-c2ccc(F)cc2)s1)c1c(F)cccc1F	-6	-10	-10	26	-3	11	41*	11
C1CC(c2nnc3n2CCNCC3)N(CC2CC2)C1 (stereo not drawn)	4	2	2	7	-1	10	14	15
N#Cc1ccc(CN2CCCCC23Cc2ccccc2CNC3=O)cc1 (stereo not drawn)	-5	-1	0	-19	-7	-3	-2	-1
CN(Cc1ccccc1)S(=O)(=O)c1ccc2[nH]c(=O)[nH]c2c1	4	23	3	26	4	2	37*	-2
Cc1ccc(O)c(Nc2nnc(-n3nc(C)cc3C)c3ccccc23)c1	5	1	13	-5	-2	-3	-10	-5
Cn1c(CCN2CCCC2)nc2cc(NC(=O)c3cccc([N+](=O)[O-])c3)ccc21	3	0	-153	25	0	1	17	2
COC(=O)CN1C(c2cc(OC)c(OC)c(OC)c2)=Nc2ccc(Cl)cc2C1c1ccccc1 (stereo not drawn)	-10	5	5	6	0	-8	1	-6
Cc1ccc(C)c(CNC(=O)C2CCN(c3cnc(N4CCOCC4)nc3)CC2)c1	0	-4	-35	-12	-1	-8	12	-9
CCCc1c(C)nc2ncnn2c1Sc1ccccc1NC(=O)c1cccc(OC)c1	7	2	-5	9	7	-6	0	6
